Compound activity from PubChem.
BaF3 parental – counter-screen for JAK2V617F inhibitors: parental Ba/F3 viability inhibitors | inhibition, % at 5.6 µM | CellTiter-Glo ATP luminescence | hit rate 1.1% among 220,000 | AID 1486;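 active = inhibition above a per-campaign cutoff, the mean inhibition of all tested compounds plus 3 SD, cut at about 27% in these data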;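 note: 0% = DMSO wells and 100% = JAK Inhibitor I control wells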
PPC-1+TRAIL kill – PPC-1 cancer cell killing with TRAIL present; hit rate 0.41% among 220,000; cell killing (% activity), % at 4 µM; PPC-1 cells + TRAIL, ATPLite viability luminescence;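 active = cell killing above 50% in the first pass at 4 µM, then a duplicate retest at 5 µM averaging 50% or more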;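 note: plate controls were cells with TRAIL plus DMSO for no effect and medium-only wells lacking cells for full effect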
Ba/F3 V617F tox – reduce viability of Ba/F3 cells dependent on JAK2V617F; Ba/F3 EpoR-JAK2V617F viability, ATP luminescence; inhibition, % at 5.6 µM; hit rate 1.1% among 220,000;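 active = inhibition above the campaign mean plus 3 SD over all tested compounds, cut at about 24% in these data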;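 note: cytokine-independent growth of Ba/F3 cells driven by EpoR plus mutant JAK2; 0% = DMSO-treated cells and 100% = JAK inhibitor I control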
Wee1 stabilizer – human Wee1 degradation inhibition, primary screen; P30291; reporter increase, % at 5 µM; hit rate 1.2% among 220,000; AID 1321; HeLa Luc-Wee1K328M stability, luciferase luminescence; 100% = proteasome inhibitor MG132 effect;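 active = activation above the mean of all tested compounds plus 3 SD, set per screening run, cut at about 8.8% in these data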;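 note: cells exposed to compound for 20 h before luminescence read; 0% = DMSO alone and 100% = MG132 at 30 µM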
Target sequence (P30291 whole entry K328M): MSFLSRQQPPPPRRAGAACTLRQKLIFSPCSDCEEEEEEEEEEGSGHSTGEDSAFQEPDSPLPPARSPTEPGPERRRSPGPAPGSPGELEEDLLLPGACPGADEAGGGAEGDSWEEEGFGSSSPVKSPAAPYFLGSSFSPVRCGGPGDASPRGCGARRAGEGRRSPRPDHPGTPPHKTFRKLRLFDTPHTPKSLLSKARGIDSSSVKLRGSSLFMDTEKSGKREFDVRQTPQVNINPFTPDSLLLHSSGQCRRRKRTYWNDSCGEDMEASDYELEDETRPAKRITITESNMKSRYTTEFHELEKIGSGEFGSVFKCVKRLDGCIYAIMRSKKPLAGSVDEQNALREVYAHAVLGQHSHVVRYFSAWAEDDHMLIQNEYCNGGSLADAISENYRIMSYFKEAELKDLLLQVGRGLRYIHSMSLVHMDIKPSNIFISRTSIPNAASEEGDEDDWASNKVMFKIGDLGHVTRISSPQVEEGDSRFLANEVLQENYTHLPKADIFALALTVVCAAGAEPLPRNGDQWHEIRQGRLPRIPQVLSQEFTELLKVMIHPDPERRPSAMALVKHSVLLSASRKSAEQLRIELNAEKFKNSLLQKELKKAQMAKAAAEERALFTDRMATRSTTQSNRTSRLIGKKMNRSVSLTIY
TNF necrop inh – inhibitors of TNF-alpha induced necroptosis in Jurkat FADD-/- cells | hit rate 0.068% among 220,000 | Jurkat FADD-/- TNF necroptosis rescue, ATP luminescence, 24 h; 0 = TNF only, 100 = no-TNF cells | activation (protection from cell death), % at 10 µM | AID 463075;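 active = activation, meaning protection from cell death, of at least 50% relative to plate controls; inactive = activation below 50%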;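 note: necroptosis triggered by 40 ng/mL TNF-alpha added together with compound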
TRPML3 agonist – agonists of human TRPML3 channel; hit rate 0.29% among 220,000; HEK293 TRPML3-YFP, Fluo-8 calcium fluorescence; 100% = the carbachol control signal; activation, % at 3 µM; Q8TDD5; AID 1448;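 active = activation above its plate's cutoff, the mean activation of the plate's test wells plus 3 SD, cut at about 12% in these data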;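 note: 0% = DMSO only wells and 100% = carbachol wells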
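Test system: TRPML3-YFP stable HEK293 cells. Doses: single point at 3 µM. Incubation: dye loading 1 h 37 °C then 30 min ambient, 125 s read. Signal: Fluo-8 calcium dye fluorescence, ex 470-495, em 515-575 nm. Measure: percent activation from peak-to-basal fluorescence ratio, scaled between DMSO and carbachol.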
RBBP9 inhibitor – human RBBP9 hydrolase inhibition; inhibition, % at 7.94 µM; recombinant RBBP9, FP-Rh probe fluorescence polarization; O75884; hit rate 0.2% among 220,000; AID 1515;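 active = inhibition above the campaign mean of all tested compounds plus 3 SD, cut at about 14% in these data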;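 note: plate controls were DMSO wells with RBBP9 for no effect and wells lacking RBBP9 protein for full effect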
Target sequence (O75884 whole entry, looked up): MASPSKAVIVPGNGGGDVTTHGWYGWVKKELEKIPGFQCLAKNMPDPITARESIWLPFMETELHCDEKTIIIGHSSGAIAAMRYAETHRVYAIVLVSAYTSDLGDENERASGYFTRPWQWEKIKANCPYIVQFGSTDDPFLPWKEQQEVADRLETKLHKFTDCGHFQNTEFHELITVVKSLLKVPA
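Test system: recombinant human RBBP9; Timing: 30 min then 45 min, 25 °C; Detection: fluorescence polarization; Control set: RBBP9 with DMSO as uninhibited control, no-protein wells as full inhibition; Compound dosing: one concentration, 7.94 µM nominal, 0.794% DMSO; Probe or stimulus: FP-Rh activity-based probe, 375 nM before mixing.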
CHOP inhibitor – CHOP inhibition in unfolded protein response. inhibition, % at 10 µM. hit rate 3.8% among 220,000. CHO-K1 CHOP-promoter luciferase, tunicamycin-induced, 15-18 h. AID 2732;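 active = compounds that reduced the stress-induced luciferase reporter signal by more than about 70% of percent inhibition, limit read from the data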;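 note: 0% = tunicamycin plus vehicle and 100% = wells without tunicamycin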
zfTRPN1 agonist – zebrafish TRPN1 (NompC) channel agonism | HEK293 zebrafish TRPN1-YFP, Fluo-8 calcium fluorescence; 100% = response to 87 µM carbachol | activation, % at 3 µM | hit rate 0.18% among 220,000 | AID 1424;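 active = activation above its plate's cutoff, the mean activation of test wells on that plate plus 3 SD, cut at about 19% in these data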;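 note: 0% = DMSO alone and 100% = 87 µM carbachol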
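Material – zebrafish TRPN1-YFP in HEK293 cells · Doses – 3 µM single point · Schedule – dye 1 h 37 °C plus 30 min RT · Signal – Fluo-8 calcium fluorescence, excitation 470-495 nm, emission 515-575 nm · Read-out – % activation versus carbachol response · Control set – carbachol high, DMSO low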
The depositor's hits bear a star.

`COc1cc(CN2CCNC(=O)C2CC(=O)N2CCc3ccccc3C2)cc(OC)c1` (configuration not stated) gave BaF3 parental 6, PPC-1+TRAIL kill 0, Ba/F3 V617F tox -1, Wee1 stabilizer 3, TNF necrop inh 0.2, TRPML3 agonist 0.0, RBBP9 inhibitor 1, CHOP inhibitor 11 and zfTRPN1 agonist 0.9.
Cc1cccc2c1Sc1ccccc1CC2=O was read as BaF3 parental 5, PPC-1+TRAIL kill 17, Ba/F3 V617F tox -4, Wee1 stabilizer -3, TNF necrop inh -4.1, TRPML3 agonist -0.1, RBBP9 inhibitor 3, CHOP inhibitor 28 and zfTRPN1 agonist -1.8.
Screening CC(C)CCn1c(SCC(=O)OCn2nnc3ccccc3c2=O)nc2ccccc2c1=O returned BaF3 parental 1, PPC-1+TRAIL kill 12, Ba/F3 V617F tox 0, Wee1 stabilizer -2, TNF necrop inh -0.3, TRPML3 agonist 0.1, RBBP9 inhibitor -8, CHOP inhibitor 17 and zfTRPN1 agonist 0.5.
`CCOc1ccc(C(=O)Nc2ccc(C(F)(F)F)n(C)c2=O)cc1` gave BaF3 parental 5, PPC-1+TRAIL kill 18, Ba/F3 V617F tox 3, Wee1 stabilizer -1, TNF necrop inh 0.0, TRPML3 agonist -0.2, RBBP9 inhibitor -8, CHOP inhibitor -1 and zfTRPN1 agonist -1.0.
Screening COCc1nnc(NC(=O)c2ccc(S(=O)(=O)N3CCCc4ccccc43)cc2)o1 returned BaF3 parental 9, PPC-1+TRAIL kill 14, Ba/F3 V617F tox -1, Wee1 stabilizer -1, TNF necrop inh -3.7, TRPML3 agonist 0.2, RBBP9 inhibitor 2, CHOP inhibitor 12 and zfTRPN1 agonist 0.4.
`CN(CC(=O)Nc1ccc(S(N)(=O)=O)cc1)Cc1ccccc1F` gave BaF3 parental 0, PPC-1+TRAIL kill 16, Ba/F3 V617F tox 1, Wee1 stabilizer 1, TNF necrop inh 0.3, TRPML3 agonist 1.7, RBBP9 inhibitor 2, CHOP inhibitor 26 and zfTRPN1 agonist 1.6.
CCc1c(C)nc2[nH]nc(-c3ccccc3C)n2c1=O was read as BaF3 parental 0, PPC-1+TRAIL kill -1, Ba/F3 V617F tox 2, Wee1 stabilizer 0, TNF necrop inh -3.5, TRPML3 agonist 0.6, RBBP9 inhibitor -7, CHOP inhibitor 13 and zfTRPN1 agonist 1.2.
Screening CC1CCCCC12NC(=O)N(CC(=O)NC(=O)NCc1ccco1)C2=O (configuration not stated) returned BaF3 parental 2, PPC-1+TRAIL kill 9, Ba/F3 V617F tox -2, Wee1 stabilizer 0, TNF necrop inh -0.5, TRPML3 agonist 0.0, RBBP9 inhibitor 1, CHOP inhibitor 0 and zfTRPN1 agonist -0.3.
`Cc1ccc(Cn2c(=N)n(CC(O)c3ccco3)c3ccccc32)cc1` (configuration not stated) gave BaF3 parental 8, PPC-1+TRAIL kill 16, Ba/F3 V617F tox 11, Wee1 stabilizer 2, TNF necrop inh -3.7, TRPML3 agonist 0.7, RBBP9 inhibitor -11, CHOP inhibitor 41 and zfTRPN1 agonist 0.1.
`O=c1c2c([nH]c3ccccc13)C(=C1CCCC1)CC2` gave BaF3 parental 0, PPC-1+TRAIL kill -1, Ba/F3 V617F tox -2, Wee1 stabilizer 7, TNF necrop inh -0.9, TRPML3 agonist 0.4, RBBP9 inhibitor -4, CHOP inhibitor 14 and zfTRPN1 agonist 1.7.
Screening O=C(Nc1ccc(Cl)cc1)OCc1cncs1 returned BaF3 parental 6, PPC-1+TRAIL kill 23, Ba/F3 V617F tox 1, Wee1 stabilizer -1, TNF necrop inh 0.4, TRPML3 agonist 1.3, RBBP9 inhibitor -14, CHOP inhibitor -21 and zfTRPN1 agonist 4.3.
For O=C(Cn1nnc(-c2cccs2)n1)Nc1ccccc1C(F)(F)F the results were BaF3 parental 5, PPC-1+TRAIL kill 6, Ba/F3 V617F tox -2, Wee1 stabilizer 2, TNF necrop inh 1.7, TRPML3 agonist 0.8, RBBP9 inhibitor -5, CHOP inhibitor 60 and zfTRPN1 agonist 1.5.
For Cc1nnc(SC(C)C(=O)Nc2nccs2)s1 (configuration not stated) the results were BaF3 parental 7, PPC-1+TRAIL kill -1, Ba/F3 V617F tox 3, Wee1 stabilizer 0, TNF necrop inh 1.6, TRPML3 agonist 0.5, RBBP9 inhibitor -3, CHOP inhibitor 22 and zfTRPN1 agonist -0.1.
For CCOc1ccc(OCCn2ccnc2)cc1 the results were BaF3 parental 5, PPC-1+TRAIL kill 21, Ba/F3 V617F tox 0, Wee1 stabilizer -2, TNF necrop inh 1.3, TRPML3 agonist 0.7, RBBP9 inhibitor 1, CHOP inhibitor 35 and zfTRPN1 agonist 1.0.
`CNCC(O)Cn1c(C(F)(F)F)nc2ccccc21` (configuration not stated) gave BaF3 parental -3, PPC-1+TRAIL kill -3, Ba/F3 V617F tox 1, Wee1 stabilizer 2, TNF necrop inh -0.4, TRPML3 agonist -0.4, RBBP9 inhibitor 0, CHOP inhibitor 12 and zfTRPN1 agonist 1.2.
Screening CC(=O)N(c1cccc(C)c1)C1SC(=O)N(c2ccccc2)C1=O (configuration not stated) returned BaF3 parental 3, PPC-1+TRAIL kill 24, Ba/F3 V617F tox -5, Wee1 stabilizer -3, TNF necrop inh 1.0, TRPML3 agonist 0.2, RBBP9 inhibitor -4, CHOP inhibitor 28 and zfTRPN1 agonist 0.3.
`CC(C)(C)C1CCC(C(=O)Nc2cccnc2)CC1` (configuration not stated) gave BaF3 parental 4, PPC-1+TRAIL kill -6, Ba/F3 V617F tox 2, Wee1 stabilizer 1, TNF necrop inh 0.1, TRPML3 agonist 0.7, RBBP9 inhibitor -3, CHOP inhibitor 35 and zfTRPN1 agonist 2.3.
`COc1ccc(C2=NN(CN3C(=O)C(=O)c4ccccc43)C(c3cccc([N+](=O)[O-])c3)C2)cc1` (configuration not stated) gave BaF3 parental 4, PPC-1+TRAIL kill 9, Ba/F3 V617F tox -2, Wee1 stabilizer 4, TNF necrop inh -7.3, TRPML3 agonist 0.5, RBBP9 inhibitor -12, CHOP inhibitor 28 and zfTRPN1 agonist -1.7.
Screening COc1cc(C(=S)N2CCCC2)ccc1OC(=O)c1ccc(Cl)cc1[N+](=O)[O-] returned BaF3 parental 2, PPC-1+TRAIL kill 10, Ba/F3 V617F tox 3, Wee1 stabilizer -1, TNF necrop inh -5.0, TRPML3 agonist -0.8, RBBP9 inhibitor -4, CHOP inhibitor -2 and zfTRPN1 agonist 0.3.
`COc1ccc(OCc2ccc(C(=O)O)cc2)cc1` gave BaF3 parental 3, PPC-1+TRAIL kill 27, Ba/F3 V617F tox -3, Wee1 stabilizer 5, TNF necrop inh -0.8, TRPML3 agonist 1.2, RBBP9 inhibitor -4, CHOP inhibitor 14 and zfTRPN1 agonist 1.4.
Oc1ccccc1C=NC1=NN(c2cccc(C(F)(F)F)c2)CC1 was read as BaF3 parental 3, PPC-1+TRAIL kill 5, Ba/F3 V617F tox -1, Wee1 stabilizer 0, TNF necrop inh -3.8, TRPML3 agonist 0.9, RBBP9 inhibitor -14, CHOP inhibitor 35 and zfTRPN1 agonist 0.6.
Screening COc1ccc2[nH]c3c(NCCC4=CCCCC4)ncnc3c2c1 returned BaF3 parental 75*, Ba/F3 V617F tox 64*, Wee1 stabilizer 2, TNF necrop inh -4.9, TRPML3 agonist 8.8, RBBP9 inhibitor 15*, CHOP inhibitor 72* and zfTRPN1 agonist 20*.
Screening O=C(Cc1ccccc1)N/N=C/c1cc(Br)cc(Cl)c1O returned BaF3 parental 4, PPC-1+TRAIL kill 18, Ba/F3 V617F tox -2, Wee1 stabilizer -2, TNF necrop inh -9.5, TRPML3 agonist 0.6, RBBP9 inhibitor -2, CHOP inhibitor 48 and zfTRPN1 agonist -0.4.
`N#CC1=C(N)Oc2ccc3ccc(O)cc3c2C1c1ccsc1` (configuration not stated) gave BaF3 parental 7, PPC-1+TRAIL kill 7, Ba/F3 V617F tox 2, Wee1 stabilizer -1, TNF necrop inh -1.3, TRPML3 agonist 4.2, RBBP9 inhibitor 53*, CHOP inhibitor 46 and zfTRPN1 agonist 11.
Screening CCN(CC)CCN1C(=O)C(=O)/C(=C(/O)c2ccc(OC(C)C)cc2)C1c1ccncc1 (configuration not stated) returned BaF3 parental 12, PPC-1+TRAIL kill 6, Ba/F3 V617F tox 2, Wee1 stabilizer 0, TNF necrop inh 0.1, TRPML3 agonist 1.0, RBBP9 inhibitor 0, CHOP inhibitor 39 and zfTRPN1 agonist -0.8.
For O=C1CC(c2ccco2)CC(O)=C1C=Nc1cc(Cl)ccc1O (configuration not stated) the results were BaF3 parental 6, PPC-1+TRAIL kill 13, Ba/F3 V617F tox 9, Wee1 stabilizer 1, TNF necrop inh -2.9, TRPML3 agonist 2.1, RBBP9 inhibitor 1, CHOP inhibitor -5 and zfTRPN1 agonist 5.0.
COc1cc(C(=O)NCCN2C(=O)S/C(=C\c3ccc(F)cc3)C2=O)ccc1OCC(=O)N1CCOCC1 was read as BaF3 parental -4, PPC-1+TRAIL kill 10, Ba/F3 V617F tox -5, Wee1 stabilizer -1, TNF necrop inh -0.5, TRPML3 agonist 0.9, RBBP9 inhibitor -5, CHOP inhibitor 9 and zfTRPN1 agonist -0.2.
`CN(C)CC(O)COC(c1ccc(Cl)cc1)c1ccc(Cl)cc1` (configuration not stated) gave BaF3 parental 3, PPC-1+TRAIL kill 2, Ba/F3 V617F tox -1, Wee1 stabilizer 1, TNF necrop inh 7.9, TRPML3 agonist 3.2, RBBP9 inhibitor -2, CHOP inhibitor 17 and zfTRPN1 agonist 3.8.

Ordered by length of the SMILES (low to high): three of the compounds above
Screening O=C(Cc1ccccc1)N/N=C/c1cc(Br)cc(Cl)c1O returned BaF3 parental 4, PPC-1+TRAIL kill 18, Ba/F3 V617F tox -2, Wee1 stabilizer -2, TNF necrop inh -9.5, TRPML3 agonist 0.6, RBBP9 inhibitor -2, CHOP inhibitor 48 and zfTRPN1 agonist -0.4.
For O=C1CC(c2ccco2)CC(O)=C1C=Nc1cc(Cl)ccc1O (configuration not stated) the results were BaF3 parental 6, PPC-1+TRAIL kill 13, Ba/F3 V617F tox 9, Wee1 stabilizer 1, TNF necrop inh -2.9, TRPML3 agonist 2.1, RBBP9 inhibitor 1, CHOP inhibitor -5 and zfTRPN1 agonist 5.0.
`COc1ccc(C2=NN(CN3C(=O)C(=O)c4ccccc43)C(c3cccc([N+](=O)[O-])c3)C2)cc1` (configuration not stated) gave BaF3 parental 4, PPC-1+TRAIL kill 9, Ba/F3 V617F tox -2, Wee1 stabilizer 4, TNF necrop inh -7.3, TRPML3 agonist 0.5, RBBP9 inhibitor -12, CHOP inhibitor 28 and zfTRPN1 agonist -1.7.
